ALOX12 inh: inhibitors of human 12S-lipoxygenase ALOX12; 580,000 compounds, 1.1% hits; purified 12hLO, xylenol orange hydroperoxide absorbance; AID 1671190; P18054; Potency, µM (series often up to 108 µM), for the others: at the highest dose activity change, negative = inhibition, actives largely listed as inhibitors; active means well fitted inhibition curve with a large enough effect; inconclusive means small, poorly fitted or top-dose-only effect, or another doubt; inactive means no such curve, though single readings can be large or run the other way
Target sequence (P18054 whole entry, looked up): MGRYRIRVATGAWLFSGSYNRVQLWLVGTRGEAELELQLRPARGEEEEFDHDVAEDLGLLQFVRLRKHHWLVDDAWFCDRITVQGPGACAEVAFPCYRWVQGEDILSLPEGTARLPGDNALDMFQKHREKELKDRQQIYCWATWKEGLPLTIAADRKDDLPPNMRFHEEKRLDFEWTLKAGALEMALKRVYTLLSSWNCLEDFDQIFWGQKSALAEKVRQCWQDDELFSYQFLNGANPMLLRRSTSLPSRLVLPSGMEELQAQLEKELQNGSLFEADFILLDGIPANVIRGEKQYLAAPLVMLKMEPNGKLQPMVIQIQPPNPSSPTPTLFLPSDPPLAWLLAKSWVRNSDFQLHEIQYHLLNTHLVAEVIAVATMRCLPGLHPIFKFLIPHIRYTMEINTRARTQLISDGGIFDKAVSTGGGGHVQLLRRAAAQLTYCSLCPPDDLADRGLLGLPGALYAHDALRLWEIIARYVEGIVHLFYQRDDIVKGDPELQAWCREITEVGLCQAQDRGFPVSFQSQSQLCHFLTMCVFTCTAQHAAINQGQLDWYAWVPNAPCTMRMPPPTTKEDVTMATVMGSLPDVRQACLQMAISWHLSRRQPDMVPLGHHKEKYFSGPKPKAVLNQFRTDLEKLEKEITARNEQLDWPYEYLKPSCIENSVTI
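Purified human 12hLO at 150 nM in 25 mM Hepes, 0.01% Triton X-100, pH 7.0, preincubated 15 min at room temperature with compound. Reaction started with 40 uM arachidonic acid, 30 min at room temperature. Hydroperoxide measured by Fe-xylenol orange, 573/405 nm absorbance ratio.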
The depositor's hits bear a star; ? = inconclusive; [ ] = remark or other dose. On the % scale 0 is the no-effect control and ±100 the full control effect; potency means the concentration at half of the fitted maximal effect. The list is partial. The share of hits here may be higher or lower than overall.

SMILES | ALOX12 inh
COc1ccc(CN2C(=O)CO[C@H]3CN(C4CCOCC4)C[C@H]32)cc1 | 20%[176 µM]
O=C(NCc1ccc2c(c1)OCO2)c1cnc2c(c1)N([S+](=O)([O-])c1cccnc1)CCC2 | -58%
CC(NC(=O)OCc1ccccc1)c1nc2cccnc2n1C1CC1 (stereo unspecified) | 47%[activator]
CCN1c2cc(C(=O)NCc3ccccc3F)ccc2C(=O)N2CCCCCC21 (stereo unspecified) | 9%
O=C(c1ccc(C2CCCNC2)cc1)N1CCN(c2ccncc2)CC1 (stereo unspecified) | ?
COc1ccc2c(c1)c(CN1CCC3(CC1)CC(C(=O)N1CCOCC1)N(C)C3)cn2C (stereo unspecified) | 62%[activator]
CCC(=O)N1CCC(Cc2noc(-c3ccccc3)n2)C1 (stereo unspecified) | 32%[activator]
O=S1(=O)CCC(S(=O)(=O)N2CCCC2)C1 (stereo unspecified) | 15%

Additional entries.
SMILES | ALOX12 inh
COc1cccc(-c2ccc(COc3ccc4c(cnn4CCC(=O)O)c3)cc2)c1F | -15%[176 µM]
Cc1ccc(C(=O)N2CCC(Cc3nc(-c4cnccn4)no3)CC2)cc1C | 0%
COc1ccc(CN2C[C@@H](CO)[C@H](C3CCN(C(C)=O)CC3)C2)cc1C | 57%[activator]
Cc1nn(C)c(C)c1S(=O)(=O)N1CCCC(Cc2nncn2C(C)C)C1 (stereo unspecified) | -18%
NC(=O)c1ncn([C@@H]2O[C@H](C(=O)N3CCN(CC(=O)Nc4ccccn4)CC3)[C@@H](O)[C@H]2O)n1 | 15%
NC(=O)[C@@H]1CN(C(=O)Cc2ccccc2F)C[C@H]1COc1ccccc1 | 33%
CCCC(=O)NC1CCN(c2ccc(C)cc2)C1=O (stereo unspecified) | 20%
COc1ccc(-c2cc(-c3cccc(NC(C)=O)c3)cn3cncc23)cn1 | 4%[176 µM]

(more compounds)
SMILES | ALOX12 inh
CCCN1CCN(CCNC(=O)c2cn3ccnc(-c4ccc(OC)cc4)c3n2)CC1 | 4%
COc1ccc(OC)c(CN2CCC3OCCN(Cc4ccccc4)C(=O)C3C2)c1 (stereo unspecified) | -14%[176 µM]
C[C@@]1(O)CCN(C(=O)CCc2ccc(F)cc2)C[C@@H]1O | 63%[activator]
COc1ccc(-c2[nH]nc3ncc(-c4cn[nH]c4)nc23)c(C)c1 | -3%[176 µM]
COc1ccc(S(=O)(=O)N2CCc3nnc([C@@H]4C[C@@H](O)CN4C)n3CC2)cc1 | 53%[activator]
O=C(c1cccc(OC(F)(F)F)c1)N1CCC(c2n[nH]c(=O)n2-c2ccccc2)CC1 | 0%
Cn1cc(C(=O)NC2CC(=O)N(Cc3cccc4ccccc34)C2)ccc1=O (stereo unspecified) | 140%[activator]
O=C(c1ccc(F)cc1Cl)N1Cc2cnn(Cc3ccc(F)cc3)c2C1 | 0%

More structures:
SMILES | ALOX12 inh
O=C(Cc1ccccc1)N1CCC(Oc2cccnc2)C1 (stereo unspecified) | 0%
C[C@@H]1Cn2cnc(C(=O)N3CCN(C(=O)OC(C)(C)C)CC3)c2C(=O)N1 | 3%
Cc1cc2nc3n(c(=O)c2n1CC(=O)NC(C)CCc1ccccc1)CCCC3 (stereo unspecified) | 31%[activator]
Cc1ccc(C(=O)N2CC[C@H](CO)[C@H](NC(=O)C3CC3)C2)cn1 | 56%[activator]
Cc1noc(-c2ccc3c(c2)OCO3)c1C(=O)NCCc1cccc(Cl)c1 | -24%
CN1C(=O)c2cccn2CC1C(=O)NCC1CC1 (stereo unspecified) | 55%[activator]
COc1ccc(-c2nc(-c3c(C)noc3C)cc3c2cc(C)n3CCN(C)C)cc1OC | ?
COCCc1nncn1C1CCN(C(=O)c2cc(F)cc(F)c2)CC1 | 38%[activator]

The list goes on:
SMILES | ALOX12 inh
CC(C)N1C(=O)CO[C@H](c2ccc(NC(=O)NCc3ccccc3)cc2)[C@H]1CO | -26%[176 µM]
Cc1cc(F)ccc1-c1[nH]nc2ncc(-c3cn[nH]c3)nc12 | 15%[176 µM]
Cc1ccsc1C(=O)N1CC2CC(C1)[C@H]1CCCC(=O)N1C2 (stereo partly specified) | -5%
CCC1(O)CCC12CCN(C(=O)c1cccc(C)c1)CC2 (stereo unspecified) | 30%
CCS(=O)(=O)N1CCC[C@H]1C(=O)N1CCCCCCNC(=O)CC1 | 22%
COc1cccc(-c2cc3c(=O)n(CCNC(=O)COc4cccc(C)c4)ccn3n2)c1 | -5%
COCCNC(=O)C1CCN(C(=O)c2ncn3c2COC(c2ccc(F)cc2)C3)CC1 (stereo unspecified) | -5%
CN1CCC2(CC1)CN(C(=O)Cn1c(=O)oc3ccccc31)Cc1ccccc1O2 | 3%

Going on with the list.
SMILES | ALOX12 inh
COCCN(C)C(=O)c1ccc2c(c1)NC(C)(COc1ccc3[nH]ccc3c1)CO2 (stereo unspecified) | 11%[176 µM]
CCS(=O)(=O)N1C[C@@H]2CN(Cc3coc(C)n3)C[C@]2(C(=O)O)C1 | 39%[activator]
COc1ccc(-n2nc3n(c2=O)CCN([S+](=O)([O-])c2ccccc2)C3)cc1 | 9%[6.33 µM]
COc1ccccc1C(=O)NC[C@@H]1C=C(C)[C@H](CC(=O)NCc2ccccn2)C[C@H]1C(C)C | -22%
Cc1nnc(NC(=O)CC[C@H]2NC(=O)c3ccccc3NC2=O)s1 | 4%
Cc1nc(-c2cccc(Cl)c2)n(CC(=O)NC(C)CCc2ccccc2)c(=O)c1CCO (stereo unspecified) | 11%
O=C([C@H]1C[C@@H](F)CN1C(=O)c1ccc(Cl)cc1)N1CCOCC1 | -3%
O=C(COc1ccccc1)NCCC1CCN(C(=O)Nc2cc(F)cc(F)c2)CC1 | 27%

Continuation:
SMILES | ALOX12 inh
O=C(CCCc1ccccc1)N1CCC2(CC1)CC(O)CCO2 (stereo unspecified) | 42%[activator]
CCC1(N2CCN(C)CC2)CCN(C(=O)CCC2CCCC2)C1 (stereo unspecified) | 46%[activator]
O=C1CCCN1CCCN1C(=O)[C@H]2CN(Cc3cccc(Cl)c3F)C[C@H]2C1=O | 47%[activator]
O=C(c1cccnc1)N1CCCC2(COc3ccccc3[S+](=O)([O-])N2)C1 (stereo unspecified) | 9%[6.33 µM]
COc1ccc(-c2nc(-c3ccccc3)nc3c2CN(C(=O)c2ccc(C)cc2)CC3)cc1 | ?
Cc1ccsc1C(=O)NC1CCN(c2cnn(Cc3ccccc3)c(=O)c2)CC1 | 20%
COc1cccc(CC(=O)N2CCCn3nc(C)c(-c4ccccc4C(C)C)c32)c1 | -26%[176 µM]
Cc1ccc(C(=O)NC(C(=O)N2CCCCC2)C2CCN(C(=O)c3ccc(C)cc3)CC2)cc1 (stereo unspecified) | ?

Molecules from the list above containing a Cl atom, in the order listed:
SMILES | ALOX12 inh
O=C(c1ccc(F)cc1Cl)N1Cc2cnn(Cc3ccc(F)cc3)c2C1 | 0%
Cc1noc(-c2ccc3c(c2)OCO3)c1C(=O)NCCc1cccc(Cl)c1 | -24%
Cc1nc(-c2cccc(Cl)c2)n(CC(=O)NC(C)CCc2ccccc2)c(=O)c1CCO (stereo unspecified) | 11%
O=C([C@H]1C[C@@H](F)CN1C(=O)c1ccc(Cl)cc1)N1CCOCC1 | -3%
O=C1CCCN1CCCN1C(=O)[C@H]2CN(Cc3cccc(Cl)c3F)C[C@H]2C1=O | 47%[activator]

Next section.
SMILES | ALOX12 inh
C=CCN=C1NC(c2cccc(C(F)(F)F)c2)C(C(=O)OC)=C(C)N1C (stereo unspecified) | ?
COC(=O)c1cccc(N2C(=O)C[C@](Sc3ccc(OC)cc3)(C(=O)N3CCN(c4ncccn4)CC3)[C@H]2c2ccc(OC)cc2)c1 | 10%
Cc1ccc(C2Cn3nnc(-c4nc(-c5ccc(F)cc5)no4)c3CO2)c(C)c1 (stereo unspecified) | 51%[activator]
COc1ccc(Cn2ccn3nc4c(c3c2=O)CCCC4)cc1F | 0%
COC(=O)C1=C(C)N=C2SC=C(CC(=O)NCc3ccco3)N2C1c1cccc(OC)c1 (stereo unspecified) | 67%[activator]
Cc1ccc(C)c(-c2[nH]ncc2CN2CCCC(O)(CN(C)C)C2)c1 (stereo unspecified) | 99%[activator]
Cc1nc(-c2cnccn2)n(CC(=O)Nc2ccc3c(c2)OCO3)c(=O)c1C | 15%
CCC(O)Cn1nc(C2CCOCC2)nc1C1(C(N)=O)CC1 (stereo unspecified) | 31%

Next compounds.
SMILES | ALOX12 inh
CC(C(=O)NC1CCCCC1)[C@@H]1CC[C@@]2(C)CC[C@H](N[S+](C)(=O)[O-])[C@@H](C)[C@@H]2[C@H]1O (stereo partly specified) | 27%[176 µM]
O=C(Cc1ccc(OC(F)(F)F)cc1)NCc1nnc2ccc(-c3ccc(F)cc3)nn12 | 21%
O=C(Cc1ccsc1)N[C@@H]1COCC[C@@H]1OCc1cscn1 | 13%
Cc1ccc(NC(=O)Cn2cccc2-c2nc(-c3ccccc3)no2)cc1 | 3%
CC1(C)[C@H]2CC[C@@H](CNC(=O)c3ccc(F)cc3)[C@@H]1C2 | 23%[176 µM]
CN(C)C[C@@H]1CN(c2ncccn2)C[C@H]1NC(=O)Cc1ccc(F)cc1 | 35%
O=C(N1CCN(S(=O)(=O)c2cccs2)CC1)N1CC2CC(C1)[C@H]1CCCC(=O)N1C2 (stereo partly specified) | 29%
COc1ccc(C(=O)N2CCC(Oc3ccc(C(=O)N(C)C)cn3)CC2)cc1 | 35%

New compounds follow.
SMILES | ALOX12 inh
Cc1ccc(-c2ccc3nnc(CNC(=O)Cc4cccc(C)c4)n3n2)cc1 | 17%
OCc1ccc(CN2C[C@H](O)C[C@H]2c2nc(Cc3ccc(F)cc3Cl)no2)o1 | ?
CCCN1C(=O)Cc2ccccc2C1C(=O)NCc1cccc(F)c1 (stereo unspecified) | 26%
CCc1nc2c(NC(=O)NCCc3ccccc3)cccn2n1 | 24%
CCn1cc(-c2c(-c3ccccc3)ncn2CC(=O)O)cn1 | ?
COc1ccc(C)cc1NC(=O)CC1CCCN(c2cn[nH]c(=O)c2)C1 (stereo unspecified) | 19%
Cc1ccc(N2CCC(NC(=O)c3ccc(N(C)C)cc3)C2=O)cc1C (stereo unspecified) | ?
C[C@@H]1CCCCO[C@@H](CN(C)C(=O)CCC(F)(F)F)[C@@H](C)CN([C@H](C)CO)C(=O)c2cc(NS(=O)(=O)c3cccs3)ccc2O1 | 3%

Remaining list, next part.
SMILES | ALOX12 inh
Cc1ccc(OCC(=O)NCCC2CCN(C(=O)Nc3cc(F)cc(F)c3)CC2)cc1 | 7%
O=C(Cc1ccc(F)cc1)N1CCC(c2n[nH]c(=O)n2-c2ccccc2)CC1 | ?
COc1ccc(S(=O)(=O)N2[C@@H]3CC[C@H]2CC(NC(=O)c2ccc(F)cc2)C3)cc1OC (stereo partly specified) | 30%
CCN(CC)Cc1cnc2c(C(=O)NC(C)C(=O)N(C)C)cnn2c1 (stereo unspecified) | 32%[activator]
CC(=O)N1CCC(Cn2cc(Cn3c(C)nc4ccccc43)nn2)CC1 | 9%
Cc1noc(C)c1CC(=O)N1CCCC2(C1)Nc1cccnc1NC2=NC1CCCC1 (stereo unspecified) | 15%
CS(=O)(=O)N1CCOc2ccc(CCC(=O)NCCc3cccnc3)cc2C1 | 39%[activator]
CCN(CC)C(=O)CC[C@@H]1CNC(=O)[C@@H]2C[C@H](NC(=O)c3cccs3)CN12 | -1%[176 µM]

The last 5 entries of the section above come first, to join the parts:
SMILES | ALOX12 inh
CCN(CC)Cc1cnc2c(C(=O)NC(C)C(=O)N(C)C)cnn2c1 (stereo unspecified) | 32%[activator]
CC(=O)N1CCC(Cn2cc(Cn3c(C)nc4ccccc43)nn2)CC1 | 9%
Cc1noc(C)c1CC(=O)N1CCCC2(C1)Nc1cccnc1NC2=NC1CCCC1 (stereo unspecified) | 15%
CS(=O)(=O)N1CCOc2ccc(CCC(=O)NCCc3cccnc3)cc2C1 | 39%[activator]
CCN(CC)C(=O)CC[C@@H]1CNC(=O)[C@@H]2C[C@H](NC(=O)c3cccs3)CN12 | -1%[176 µM]
NC(=O)[C@@H](Cc1ccccc1)NC(=O)C1=C[C@@H](NC(=O)c2ccc(F)c(Cl)c2)[C@@H](O)[C@H](O)C1 | -25%
COc1cc(NC(=O)c2cc3c(=O)[nH]c(C)cn3n2)cc(OC)c1OC | 23%
CN1CCC(C(=O)N2Cc3ccccc3CC3(CCCCN3CC3CCNC3)C2)CC1 (stereo unspecified) | -5%[6.33 µM]
CCN(CC)C(=O)CC[C@@H]1CNC(=O)[C@@H]2C[C@H](NC(=O)Nc3cccc(Cl)c3)CN12 | 8%
CCN(CC)Cc1nc(C2(O)CCN(CCC(C)C)CC2)cs1 | 24%[176 µM]
CC(=O)N1CC2(Cc3ccccc31)CN(C(=O)c1ccccc1C)C2 | 21%[176 µM]
CCCCCNC(=O)Cc1csc2nc(C)c(-c3cc(C)n(-c4ccccc4F)n3)c(=O)n12 | 44%[activator]
Cc1cc(S(=O)(=O)N2CCc3nn(C)c(=O)n3CC2)ccc1Cl | 11%

(continued)
SMILES | ALOX12 inh
CCNC(=O)[C@@H]1C[C@H](NC(=O)CO)CN1Cc1cc(C2CCCCC2)no1 | 29%
Cc1noc(C)c1C(=O)N1CCOc2ccc(CCC(=O)NCC3CC3)cc2C1 | 32%
CCCc1noc(-c2cn(C3CCN(C(=O)Cc4cccc(OC)c4)CC3)nn2)n1 | 36%[activator]
CN1c2cc(C(=O)Nc3ccc(F)c(F)c3)ccc2C(=O)N2CCCCCC21 (stereo unspecified) | 13%
COCC(=O)N1CC(C(=O)NC(C)c2ccccc2)CC(c2ccc(OC)c(OC)c2)C1 (stereo unspecified) | 19%
N#Cc1cccc(-c2cn3c(n2)N(C(=O)c2cnccn2)CCC3)c1 | 77%[activator]
O=C(NCc1ccco1)c1cccc2c1CCN2C(=O)Nc1ccc(F)cc1 | 33%
Cc1ncc(CN2CCC3(CC2)CCN(Cc2ccoc2)CC3CO)n1C (stereo unspecified) | 85%[activator]
CNC(=O)C(C)(C)N1CCC[C@H]1C(=O)N(C)Cc1cccnc1 | 9%[176 µM]

High-throughput results from PubChem BioAssay.
